Bioassay records (PubChem BioAssay)
Salmonella PhoP GFP: Inhibition of PhoP regulon, Salmonella typhi GFP reporter cells, confirmation, 4 h (AID 1850); Salmonella Typhi PhoP-promoter GFP reporter, fluorescence, 4 h; higher % means a stronger effect; inhibition, % at 50 µM; hits with a dose series show IC50 in µM; hit rate 0.33% among 310,000; in the data active = a potency from the dose series; inconclusive = inhibition mostly from about 25% at the one dose, without a potency; inactive = the rest, 99 in 100 with inhibition below about 19%;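 also: 0% = induced wells with vehicle and 100% = uninduced wells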
H1N1 NS1A inhibition: NS1A inhibition, H1N1 influenza, cell based functional assay (AID 504329); hit rate 0.3% among 340,000; inhibition, % at 12.5 µM, or IC50 in µM where a hit was titrated; NS1A functional cell-based assay, percent inhibition; higher % means a stronger effect; in the data active = a potency from the dose series; inconclusive = inhibition above about 27% without an active follow-up result; also: strong numbers were not always called active
M. tuberculosis HTS: M. tuberculosis growth inhibition, HTS (AID 449762). hit rate 0.59% among 330,000. inhibition, % at 25 µM, or IC50 in µM where a hit was titrated. M. tuberculosis H37Rv growth inhibition, 7H9 media; higher % means a stronger effect; in the data active = a potency from the dose series; inconclusive = inhibition above about 70% without an active follow-up result;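 also: bacterial growth assessed after seven days of incubation; strong numbers were not always called active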
M. tuberculosis: growth inhibition of non-replicating M. tuberculosis (AID 488890); Mycobacterium tuberculosis non-replicating, growth inhibition; higher % means a stronger effect; inhibition, % at 25 µM; hits with a dose series show IC50 in µM; hit rate 0.39% among 320,000; in the data active = a potency from the dose series; inconclusive = inhibition mostly from about 82% at the one dose, without a potency; inactive = the rest, 99 in 100 with inhibition below about 76%;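 also: plate controls were DMSO cells for no effect and high antibiotic wells for full effect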
VEEV TC-83 Vero: inhibitors of VEEV TC-83 cytopathic effect, confirmation, Vero cells (AID 588727); hit rate 0.13% among 350,000; Vero cells, VEEV TC-83 cytopathic effect inhibition; higher % means a stronger effect; inhibition, % at 20 µM; hits with a dose series show IC50 in µM; in the data active = a potency from the dose series; inconclusive = inhibition mostly from about 14% at the one dose, without a potency; inactive = the rest, 99 in 100 with inhibition below about 12%; also: strong numbers were not always called active
Starred values were filed as active, the others as inactive.

Cc1cc(=O)oc2cc(OCC(=O)N3CCN(c4ccc(F)cc4)CC3)c(Cl)cc12 was read as Salmonella PhoP GFP 5%, H1N1 NS1A inhibition 6%, M. tuberculosis HTS 7%, M. tuberculosis -1% and VEEV TC-83 Vero 2.3%.
O=C(COc1ccccc1Cl)NCCCNC(=O)c1cccnc1 was read as Salmonella PhoP GFP 2%, H1N1 NS1A inhibition -3%, M. tuberculosis HTS -1%, M. tuberculosis -8% and VEEV TC-83 Vero inactive.
c1ccc(-c2nc(CSc3n[nH]c(-c4cccs4)n3)cs2)cc1 was read as Salmonella PhoP GFP 1%, H1N1 NS1A inhibition 5% and VEEV TC-83 Vero inactive.
For O=C(Nc1ccccn1)NC1CCCCC1 the results were Salmonella PhoP GFP 6%, H1N1 NS1A inhibition 1%, M. tuberculosis HTS -2%, M. tuberculosis 7% and VEEV TC-83 Vero 0.8%.
CN(C)c1cc[n+](CC(=O)Nc2ccc(Oc3ccccc3)cc2)cc1 was read as Salmonella PhoP GFP 21%, H1N1 NS1A inhibition 11%, M. tuberculosis HTS 6%, M. tuberculosis 27% and VEEV TC-83 Vero 0.4%.
`COc1ccc2c(c1)-c1ccccc1S(=O)(=O)N(C)C2` gave H1N1 NS1A inhibition -4% and VEEV TC-83 Vero 0.4%.
For N#Cc1ccc(N/N=C/c2ccccc2)c([N+](=O)[O-])c1 the results were Salmonella PhoP GFP -5%, H1N1 NS1A inhibition 2%, M. tuberculosis HTS 5%, M. tuberculosis 13% and VEEV TC-83 Vero inactive.
`CC(C)CC1=NC(C(F)(F)F)(C(F)(F)F)c2c(n(CC(C)C)c(=O)[nH]c2=O)N1` gave Salmonella PhoP GFP -2%, H1N1 NS1A inhibition -1%, M. tuberculosis HTS 0%, M. tuberculosis -2% and VEEV TC-83 Vero 1.9%.
For CN(C)S(=O)(=O)c1cccc(NC(=O)c2cc(-c3cccs3)nn2-c2ccccc2)c1 the results were Salmonella PhoP GFP 11%, H1N1 NS1A inhibition -5%, M. tuberculosis HTS 0%, M. tuberculosis -3% and VEEV TC-83 Vero 8.8%.
For CNC(=O)C1CC(=O)N(c2ccc(OCC(=O)NCc3ccccc3)cc2)C1 (stereo not drawn) the results were Salmonella PhoP GFP 1%, H1N1 NS1A inhibition 10%, M. tuberculosis HTS 4%, M. tuberculosis -8% and VEEV TC-83 Vero 0.4%.
For Cc1cc(C(=O)Nc2ccc(Cl)cc2)on1 the results were Salmonella PhoP GFP -8%, H1N1 NS1A inhibition -25%, M. tuberculosis HTS 7%, M. tuberculosis -14% and VEEV TC-83 Vero 0.6%.
Screening Oc1ccc(N2CCN(c3nnnn3-c3ccccc3)CC2)cc1 returned Salmonella PhoP GFP 15%, H1N1 NS1A inhibition 2%, M. tuberculosis HTS -3%, M. tuberculosis 32% and VEEV TC-83 Vero 1.6%.
`O=C(O)CNS(=O)(=O)c1ccc2[nH]c(=O)c(=O)[nH]c2c1` gave Salmonella PhoP GFP -2%, H1N1 NS1A inhibition -8%, M. tuberculosis HTS -8%, M. tuberculosis -5% and VEEV TC-83 Vero 0.7%.
Screening Cc1cccc(-c2c3c(=O)n(C)c(=O)n(C)c3cn2CC2CCCO2)c1 (stereo not drawn) returned Salmonella PhoP GFP -27%, H1N1 NS1A inhibition 7%, M. tuberculosis HTS -3%, M. tuberculosis -9% and VEEV TC-83 Vero 0.7%.
For CCOC(=O)C1(C)NC(c2ccc(N(C)C)cc2)C2C(=O)N(c3ccc(OC)cc3)C(=O)C21 (stereo not drawn) the results were Salmonella PhoP GFP -5%, H1N1 NS1A inhibition 7%, M. tuberculosis HTS -6%, M. tuberculosis -8% and VEEV TC-83 Vero 7.7%.
Cc1onc(-c2c(F)cccc2Cl)c1C(=O)Nc1sc2c(c1C#N)CCC(C(C)(C)C)C2 (stereo not drawn) was read as Salmonella PhoP GFP -2%, H1N1 NS1A inhibition -14%, M. tuberculosis HTS 2%, M. tuberculosis -3% and VEEV TC-83 Vero 2.8%.
`COc1cccc(-n2cnc3sc(-c4ccccc4)cc3c2=O)c1` gave Salmonella PhoP GFP 8%, H1N1 NS1A inhibition -14%, M. tuberculosis HTS 3%, M. tuberculosis 4% and VEEV TC-83 Vero inactive.
`Cc1ccc2c(c1)N(CCC(=O)N1CCC3(CC1)OCCO3)C(=O)C(C)O2` (stereo not drawn) gave Salmonella PhoP GFP -7%, H1N1 NS1A inhibition -3% and VEEV TC-83 Vero inactive.
Screening Cc1nn2c(CN(C(=O)COc3ccccc3)c3ccccc3)nnc2c2ccccc12 returned Salmonella PhoP GFP 1%, H1N1 NS1A inhibition -2%, M. tuberculosis HTS -5%, M. tuberculosis -2% and VEEV TC-83 Vero 0.9%.
Screening CN(C)Cc1nc2ccccc2c(=O)n1CC(=O)Nc1cccc(S(=O)(=O)N2CCOCC2)c1 returned Salmonella PhoP GFP -4%, H1N1 NS1A inhibition -2%, M. tuberculosis HTS -7%, M. tuberculosis -1% and VEEV TC-83 Vero 1.5%.
Screening C=CCN1C(=O)CC(C(=O)NC)SC1=Nc1ccc(C(=O)OCC)cc1 (stereo not drawn) returned Salmonella PhoP GFP -2%, H1N1 NS1A inhibition -7%, M. tuberculosis HTS 3%, M. tuberculosis 2% and VEEV TC-83 Vero inactive.
CCOC(=O)c1c(C)n(O)c2ccc(Cl)cc2c1=O was read as Salmonella PhoP GFP -3%, H1N1 NS1A inhibition -2%, M. tuberculosis HTS 14%, M. tuberculosis 11% and VEEV TC-83 Vero inactive.
COc1cccc(C2CC(=O)Nc3cc4c(cc32)CCC4)c1 (stereo not drawn) was read as Salmonella PhoP GFP -11%, H1N1 NS1A inhibition -10%, M. tuberculosis HTS 1%, M. tuberculosis 31% and VEEV TC-83 Vero 1.7%.
`COc1ccc(CC(=O)Nc2nc(-c3ccc(F)c(F)c3)cs2)cc1` gave Salmonella PhoP GFP 8%, H1N1 NS1A inhibition 8%, M. tuberculosis HTS 11%, M. tuberculosis 36% and VEEV TC-83 Vero 7.2%.
Cc1ccc(S(=O)(=O)Oc2ccccc2/C=N/NC(=O)c2nn(C)cc2[N+](=O)[O-])cc1 was read as Salmonella PhoP GFP -5%, H1N1 NS1A inhibition -4%, M. tuberculosis HTS 1%, M. tuberculosis -10% and VEEV TC-83 Vero inactive.
`COc1ccc(S(=O)(=O)N(C)Cc2cccs2)cc1Br` gave Salmonella PhoP GFP 6%, H1N1 NS1A inhibition -4%, M. tuberculosis HTS -1%, M. tuberculosis 9% and VEEV TC-83 Vero 2.3%.
CC(C)CC(O)(CC(C)C)C(=O)NNc1ccccc1 was read as Salmonella PhoP GFP -1%, H1N1 NS1A inhibition 7%, M. tuberculosis HTS inconclusive, M. tuberculosis 25% and VEEV TC-83 Vero 1.1%.
For CCCn1c(N2CCN(CC(=O)c3c(C)n(C)c4ccccc34)CC2)nc2c1c(=O)[nH]c(=O)n2C the results were Salmonella PhoP GFP 4%, H1N1 NS1A inhibition -3%, M. tuberculosis HTS 2%, M. tuberculosis 29% and VEEV TC-83 Vero 5.0%.
`COc1cccc(NC(=O)CSc2nc3ccccc3cc2Cc2ccccc2)c1` gave Salmonella PhoP GFP -1%, H1N1 NS1A inhibition -6%, M. tuberculosis HTS 6%, M. tuberculosis -9% and VEEV TC-83 Vero 1.4%.
`COc1ccccc1N1CCN(C2CCN(C(=O)c3cccs3)CC2)CC1` gave Salmonella PhoP GFP 3%, H1N1 NS1A inhibition 1%, M. tuberculosis HTS 6%, M. tuberculosis -16% and VEEV TC-83 Vero 0.6%.
`CS(=O)(=O)Oc1ccc(/C=N/NC(=O)c2ccncc2)cc1` gave Salmonella PhoP GFP -6%, H1N1 NS1A inhibition 1%, M. tuberculosis HTS inconclusive and VEEV TC-83 Vero 0.4%.
For C=CCn1c(SCc2ccccc2C#N)nnc1-c1cc(Br)ccc1O the results were Salmonella PhoP GFP 2%, H1N1 NS1A inhibition -3%, M. tuberculosis HTS -9%, M. tuberculosis 31% and VEEV TC-83 Vero inactive.
For COc1ccc(N2C(=O)C3CCCN3C2c2cccc(C)c2)cc1Cl (stereo not drawn) the results were Salmonella PhoP GFP 0%, H1N1 NS1A inhibition 10%, M. tuberculosis HTS 13%, M. tuberculosis 6% and VEEV TC-83 Vero 1.4%.
For O=C(CSc1nnnn1-c1ccccc1)N1CCc2ccccc2C1 the results were Salmonella PhoP GFP -12%, H1N1 NS1A inhibition -2%, M. tuberculosis HTS -3%, M. tuberculosis 9% and VEEV TC-83 Vero 1.0%.
Screening O=C(COc1ccccc1Cl)Nc1ccccc1C(=O)Nc1cccc(C(=O)O)c1 returned Salmonella PhoP GFP 2%, H1N1 NS1A inhibition 1%, M. tuberculosis HTS 13%, M. tuberculosis 13% and VEEV TC-83 Vero 1.0%.
Screening COc1cc(CO)cc(Br)c1OCC(=O)Nc1cccc2ccccc12 returned Salmonella PhoP GFP 7%, H1N1 NS1A inhibition -12%, M. tuberculosis HTS -1%, M. tuberculosis 17% and VEEV TC-83 Vero 0.5%.
Screening O=C(Nc1ccccc1Sc1ccccc1)c1ccccc1 returned Salmonella PhoP GFP 1%, H1N1 NS1A inhibition -9%, M. tuberculosis HTS 9%, M. tuberculosis 45% and VEEV TC-83 Vero 2.0%.
`COc1ccc(S(=O)(=O)N(CC(=O)NCc2cccnc2)Cc2ccccc2)cc1` gave Salmonella PhoP GFP -8%, H1N1 NS1A inhibition 7%, M. tuberculosis HTS -3%, M. tuberculosis 8% and VEEV TC-83 Vero 0.7%.
`N#CC1=C(N)Oc2n[nH]c(-c3cccs3)c2C1c1ccccc1C(=O)O` (stereo not drawn) gave Salmonella PhoP GFP -11%, H1N1 NS1A inhibition 1%, M. tuberculosis HTS -2%, M. tuberculosis 7% and VEEV TC-83 Vero 0.9%.
Screening Fc1cccc(/C=N/Nc2ccc3ccccc3n2)c1 returned Salmonella PhoP GFP 9%, H1N1 NS1A inhibition -8%, M. tuberculosis HTS inconclusive, M. tuberculosis -15% and VEEV TC-83 Vero 0.3%.

Ordered by molecular weight (high to low): three of the compounds above
Screening COc1cc(CO)cc(Br)c1OCC(=O)Nc1cccc2ccccc12 returned Salmonella PhoP GFP 7%, H1N1 NS1A inhibition -12%, M. tuberculosis HTS -1%, M. tuberculosis 17% and VEEV TC-83 Vero 0.5%.
Screening O=C(Nc1ccccc1Sc1ccccc1)c1ccccc1 returned Salmonella PhoP GFP 1%, H1N1 NS1A inhibition -9%, M. tuberculosis HTS 9%, M. tuberculosis 45% and VEEV TC-83 Vero 2.0%.
COc1cccc(C2CC(=O)Nc3cc4c(cc32)CCC4)c1 (stereo not drawn) was read as Salmonella PhoP GFP -11%, H1N1 NS1A inhibition -10%, M. tuberculosis HTS 1%, M. tuberculosis 31% and VEEV TC-83 Vero 1.7%.

(further entries)
O=C(N/N=C/c1ccc(OCc2ccccc2)cc1)c1cccs1 was read as Salmonella PhoP GFP 6%, H1N1 NS1A inhibition -4%, M. tuberculosis HTS 2%, M. tuberculosis 45% and VEEV TC-83 Vero 2.7%.
For O=C(/C=C/NCC(=O)c1ccccc1)c1ccc(Br)cc1 the results were Salmonella PhoP GFP -1%, H1N1 NS1A inhibition 1%, M. tuberculosis HTS 41%, M. tuberculosis 74% and VEEV TC-83 Vero 0.9%.
CCOC(=O)C1CCN(C(=O)C(CCSC)NC(=O)c2ccccc2OC)CC1 (stereo not drawn) was read as H1N1 NS1A inhibition -11%, M. tuberculosis HTS -19%, M. tuberculosis -1% and VEEV TC-83 Vero 1.9%.
For COc1c(Br)cc2c(C)c(C(=O)O)oc2c1Br the results were Salmonella PhoP GFP -5%, H1N1 NS1A inhibition -6%, M. tuberculosis HTS -4%, M. tuberculosis 0% and VEEV TC-83 Vero 0.1%.
For Cc1nc2ccc(C(=O)OCc3ccccc3Br)cc2nc1C the results were Salmonella PhoP GFP -3%, H1N1 NS1A inhibition -11%, M. tuberculosis HTS inconclusive, M. tuberculosis 64% and VEEV TC-83 Vero 0.6%.
For CCOC(=O)C1=C(N)Oc2cc(O)ccc2C1c1ccc(C)cc1 (stereo not drawn) the results were Salmonella PhoP GFP 2%, H1N1 NS1A inhibition -2%, M. tuberculosis HTS 8%, M. tuberculosis 5% and VEEV TC-83 Vero 4.2%.
`c1cc2c(cc1C1=Nn3c(nnc3C3CCCCC3)SC1)OCO2` gave Salmonella PhoP GFP -9%, H1N1 NS1A inhibition 1%, M. tuberculosis HTS inconclusive, M. tuberculosis 53% and VEEV TC-83 Vero 1.4%.
`CCCCCCCCNS(=O)(=O)CCNCc1ccco1` gave H1N1 NS1A inhibition -2% and VEEV TC-83 Vero inactive.
`O=C(c1ccccc1Cc1ccccc1)N1CCN(S(=O)(=O)c2ccccc2Br)CC1` gave Salmonella PhoP GFP 0%, H1N1 NS1A inhibition 0%, M. tuberculosis HTS 0%, M. tuberculosis 13% and VEEV TC-83 Vero 7.2%.

Compounds as they come; about 1.6% have a hit in one of these screens.
